# High-throughput results: PubChem BioAssay, several laboratories
# sEH act = increases human soluble epoxide hydrolase activity; P34913; purified human sEH enzymatic activity, activator screen; activation, % at 2 µM; 91,000 compounds, 0.04% hits; AID 717; in the data active means activation above about 37%; further: values of inactives mirror those of a sister screen read the other way
# Target sequence (P34913 whole entry, looked up): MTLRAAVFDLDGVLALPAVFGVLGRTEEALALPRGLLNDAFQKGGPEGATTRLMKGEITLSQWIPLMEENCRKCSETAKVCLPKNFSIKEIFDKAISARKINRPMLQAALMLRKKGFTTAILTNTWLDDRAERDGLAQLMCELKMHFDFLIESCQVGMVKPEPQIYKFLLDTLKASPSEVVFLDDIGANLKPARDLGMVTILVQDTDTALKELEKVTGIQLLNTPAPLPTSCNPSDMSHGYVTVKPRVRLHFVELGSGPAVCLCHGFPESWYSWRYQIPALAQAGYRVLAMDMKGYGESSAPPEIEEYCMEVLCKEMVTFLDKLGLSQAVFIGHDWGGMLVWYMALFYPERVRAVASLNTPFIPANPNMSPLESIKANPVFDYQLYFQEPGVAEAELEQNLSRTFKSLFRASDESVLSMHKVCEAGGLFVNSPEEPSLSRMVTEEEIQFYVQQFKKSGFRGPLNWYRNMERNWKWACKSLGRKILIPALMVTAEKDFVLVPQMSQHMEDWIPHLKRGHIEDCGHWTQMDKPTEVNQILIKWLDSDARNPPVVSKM
# S1P2 antag = blocks the human S1P2 receptor. 97,000 compounds, 0.21% hits. inhibition, % at 5 µM. cell-based S1P2 antagonist assay, inhibition at 5 uM. O95136; in the data active means inhibition above about 45%;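 further: CRE beta-lactamase reporter cells expressing human S1P2 stimulated with S1P; 0% = agonist at EC80 alone and 100% = agonist plus reference antagonist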
# E coli WT exp = growth inhibitors of E. coli BW25113 wild type. 98,000 compounds, 0.15% hits. OD600 absorbance. AID 710. growth inhibition, % at 100 µM;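 active means growth inhibition above about 50% at one test dose, limit read from the data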;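 further: growth measured after 20 h incubation at 37 °C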
# S1P2 ag = activates the human S1P2 receptor | O95136 | S1P2-expressing cell line, agonist reporter read-out | activation, % at 4.5 µM | 97,000 compounds, 0.46% hits | AID 729; in the data active means activation above about 16%;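 further: 0% = vehicle low control and 100% = maximal reference agonist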
# PostGolgi yeast = growth inhibition of a yeast mutant, post-Golgi transport screen; post-Golgi transport phenotypic cell assay; inhibition, % at 10 µM; 98,000 compounds, 0.9% hits; AID 739;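 further: yeast cells grown in 1536-well plates; yeast grown about 18 h at 30C before absorbance read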
# PLAP activator = activates human placental alkaline phosphatase; P05187; purified PLAP enzyme, luminescent substrate read-out; stronger effect = higher value; activation fold at 20 µM; 96,000 compounds, 1.2% hits; in the data active means activation fold above about 2
# Target sequence (P05187 whole entry, looked up): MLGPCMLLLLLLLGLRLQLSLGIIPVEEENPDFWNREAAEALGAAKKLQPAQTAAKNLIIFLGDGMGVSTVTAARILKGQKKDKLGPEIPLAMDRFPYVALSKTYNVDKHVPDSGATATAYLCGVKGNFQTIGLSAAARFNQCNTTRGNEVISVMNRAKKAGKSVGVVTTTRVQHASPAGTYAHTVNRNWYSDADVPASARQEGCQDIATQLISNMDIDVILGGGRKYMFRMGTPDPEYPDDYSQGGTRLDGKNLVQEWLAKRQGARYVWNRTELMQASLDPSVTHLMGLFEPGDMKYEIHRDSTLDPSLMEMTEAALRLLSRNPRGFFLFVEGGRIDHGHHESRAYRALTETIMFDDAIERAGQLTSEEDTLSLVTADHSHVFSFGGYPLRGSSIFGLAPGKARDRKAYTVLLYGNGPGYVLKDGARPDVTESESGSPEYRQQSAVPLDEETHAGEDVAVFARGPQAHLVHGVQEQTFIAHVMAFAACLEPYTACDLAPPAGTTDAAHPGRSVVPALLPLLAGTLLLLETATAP
# sEH inhibitor = soluble epoxide hydrolase (human) inhibition; AID 707; recombinant human sEH enzymatic activity assay; 91,000 compounds, 0.34% hits; inhibition, % at 2 µM; in the data active means inhibition above about 80%; further: values of inactives mirror those of a sister screen read the other way; many of its hits are not listed in these tables
# PostGolgi ctrl = inhibits growth of the yeast control strain; efflux-deficient yeast background strain, growth absorbance A615, 16 h; inhibition, % at 10 µM; 98,000 compounds, 5% hits
# CD11b adhes inh = CD11b/CD18-fibrinogen binding inhibition. P05107+P11215. K562 CD11b/CD18 adhesion to fibrinogen, ATPlite luminescence; Mn2+ added to activate the integrin. inhibition, % at 10 µM. 93,000 compounds, 0.54% hits;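 active means primary inhibition of 50% or more at 10 µM, then 40% or more on retest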; further: some results filed as inactive read as strong as hits
# The depositor's hits bear a star; / = no result given. Unless noted, no stated cut-off is given here; in the data, active means inhibition above about 30%; inactive means the rest.
SMILES,sEH act,S1P2 antag,E coli WT exp,S1P2 ag,PostGolgi yeast,PLAP activator,sEH inhibitor,PostGolgi ctrl,CD11b adhes inh
Cc1ccc(C)c(OCCOCCN2CC(C)OC(C)C2)c1C (stereo not drawn),10.4,-15.1,-9.0,-1.6,14.7,1.2,-10.1,13.2,-29.0
Cc1c(N=Cc2nc3ccccc3[nH]2)c(=O)n(-c2ccccc2)n1C,/,/,3.0,/,-7.2,1.4,/,0.0,31.2
CCOC(=O)N1CCN(C(=O)c2ccc3c(=O)n(CCc4ccccc4)c(=S)[nH]c3c2)CC1,-7.6,6.8,-8.0,-3.7,-5.8,1.4,5.8,1.7,/
O=C(CSc1ncnc2nc[nH]c12)N1CCN(c2ccccc2)CC1,-2.8,5.7,-14.0,-11.3,-1.9,1.4,1.8,5.1,-2.9
O=C(Nc1sc2c(c1C(=O)NC1CCCCC1)CCC2)c1ccco1,-0.5,-19.1,-8.0,-3.4,14.1,0.8,0.5,19.4,0.0
CCOC(=O)N1CCC(NS(=O)(=O)c2cc3c(cc2Cl)NC(=O)CO3)CC1,-9.4,-4.7,4.0,-0.8,11.6,1.2,7.7,-1.7,-10.0
CCOC(=O)CNC(=O)CSc1nnc(-c2ccco2)n1Cc1ccco1,0.2,12.5,5.0,-7.5,1.1,1.4,1.5,18.9,27.3
COC(=O)C(C)n1nc(C)n(-c2ccc(C)cc2)c1=O (stereo not drawn),7.7,-5.3,0.0,-7.5,7.4,1,-8.1,10.5,-39.3
CCOC(=O)C1=C(O)/C(=C/c2cc(OC)c(OC)c(OC)c2)N=C1C,3.7,4.1,-4.0,-5.0,3.6,1.3,-0.2,4.7,2.2
CC1=CC(C)(C)Nc2ccc(OC(=O)C(Cc3ccccc3)N3C(=O)C4CCCCC4C3=O)cc21 (stereo not drawn),2.3,-26.2,-18.0,-3.2,5.1,1.3,-2.0,9.9,-8.5
CC1CCC(C(C)C)C(OC(=O)COC(=O)c2cccn2C)C1 (stereo not drawn),1.1,-1.7,-2.0,-2.5,-8.0,1.2,-1.9,4.8,6.7
COc1ccc(NS(=O)(=O)c2ccc(Br)s2)cc1OC,-2.2,-3.3,8.0,-3.3,7.8,1.1,5.0,7.5,13.6
O=C(COc1ccc(Cl)cc1Cl)N1CCCCCC1,/,/,4.0,/,1.4,0.9,/,7.5,2.9
CCSc1ncc(C#N)c(N)n1,6.5,-4.2,7.0,0.5,14.3,0.9,-8.3,6.4,-0.2
CCN(CC)S(=O)(=O)c1cccc(C(=O)N2CCCCC2)c1,-2.0,-23.0,0.0,-2.6,15.2,0.9,4.2,5.1,4.1
Cc1ccc(CC(NC(=O)c2ccccc2)C(=O)NCC(=O)O)cc1 (stereo not drawn),0.6,-21.1,-4.0,-4.2,0.6,1,1.3,3.4,-15.4
CCOCCCn1c(SCC(=O)NC(C)C)nc2ccccc2c1=O,3.4,-2.5,-2.0,-6.8,4.9,1.6,-1.3,11.0,-0.3
O=S(=O)(c1ccc(N2CCC(c3ccc(Cl)cc3)=N2)cc1)N(CCO)CCO,-3.0,-207.6,-17.0,111.0*,-3.6,2.2*,3.9,19.3,4.9
CC1CN(C(=O)c2ccc(COCC(F)(F)F)o2)CC(C)O1 (stereo not drawn),-0.9,6.5,0.0,-1.5,0.6,1.1,2.2,-1.7,-7.4
COc1cccc(C(=O)Nc2ccccc2C(=O)N2CCCC2)c1,13.4,-5.1,3.0,-1.7,0.0,0.9,-17.5,16.9,-36.8
O=C(COc1ccccc1Br)N1CCN(c2ccccc2)CC1,-11.1,-15.5,0.0,-5.0,-4.9,0.9,13.1,14.4,-40.5
O=C(c1ccc(NS(=O)(=O)c2cccs2)cc1)N1CCCCC1,17.5,15.8,-2.0,-3.1,-1.6,/,-18.6,-0.4,/
CSc1ncccc1C(=O)OCC(=O)NC(=O)NCCC(C)C,/,/,3.0,/,-8.3,0.9,/,-2.0,-5.3
COc1ccc(O)c(-c2cc(-c3cccc(Br)c3)n[nH]2)c1,6.5,18.8,-8.0,-5.9,92.9*,1.7,-5.8,74.3*,16.7
COC(=O)c1sccc1NC(=O)c1ccc(OC)cc1,-3.4,-14.4,-8.0,-2.5,10.9,1,2.7,31.1*,-10.4

# Exported with values under each structure: part of the list above
# Every second line gives: sEH act | S1P2 antag | E coli WT exp | S1P2 ag | PostGolgi yeast | PLAP activator | sEH inhibitor | PostGolgi ctrl | CD11b adhes inh
CCOC(=O)N1CCC(NS(=O)(=O)c2cc3c(cc2Cl)NC(=O)CO3)CC1
  -9.4 | -4.7 | 4.0 | -0.8 | 11.6 | 1.2 | 7.7 | -1.7 | -10.0
COc1ccc(O)c(-c2cc(-c3cccc(Br)c3)n[nH]2)c1
  6.5 | 18.8 | -8.0 | -5.9 | 92.9* | 1.7 | -5.8 | 74.3* | 16.7
COc1cccc(C(=O)Nc2ccccc2C(=O)N2CCCC2)c1
  13.4 | -5.1 | 3.0 | -1.7 | 0.0 | 0.9 | -17.5 | 16.9 | -36.8

# Entries from the list above containing two or more sulfur atoms:
SMILES,sEH act,S1P2 antag,E coli WT exp,S1P2 ag,PostGolgi yeast,PLAP activator,sEH inhibitor,PostGolgi ctrl,CD11b adhes inh
COc1ccc(NS(=O)(=O)c2ccc(Br)s2)cc1OC,-2.2,-3.3,8.0,-3.3,7.8,1.1,5.0,7.5,13.6
O=C(c1ccc(NS(=O)(=O)c2cccs2)cc1)N1CCCCC1,17.5,15.8,-2.0,-3.1,-1.6,/,-18.6,-0.4,/

# Going on with the list:
SMILES,sEH act,S1P2 antag,E coli WT exp,S1P2 ag,PostGolgi yeast,PLAP activator,sEH inhibitor,PostGolgi ctrl,CD11b adhes inh
Cc1n[nH]c(C)c1S(=O)(=O)N1CCCC(C(=O)N2CCc3ccccc32)C1 (stereo not drawn),6.8,-2.3,9.0,1.0,4.5,1.6,-3.7,-4.5,-2.4
Clc1cccc(/C=N/Nc2ncnc3ccccc23)c1,-21.5,9.3,22.0,-7.6,-0.8,1,19.3,4.9,-10.9
CC(C)(C)NC(=O)c1cccc(NC(=O)c2ccc(NC(=O)c3ccco3)cc2)c1,-7.9,-7.9,-11.0,-4.7,-7.7,1.6,8.2,9.5,3.3
COc1ccccc1C1C(C#N)=C(N)N(c2cccnc2)C2=C1C(=O)CC(C)(C)C2 (stereo not drawn),5.3,23.7,-6.0,-4.3,-1.1,/,-6.1,-1.7,/
Cc1nnsc1NC(=O)OCCCl,-20.6,7.7,-4.0,-7.1,1.0,0.9,20.4,5.6,4.1
Cc1ccccc1NC(=O)CC(O)(C(F)(F)F)C(F)(F)F,6.3,5.6,-8.0,-2.8,-1.8,0.8,-6.5,7.7,1.4
Cc1ccc(OCCSc2nnc(NC(=O)c3ccco3)s2)cc1,-1.1,2.5,-18.0,-2.8,4.8,1.1,4.5,9.2,-10.3
COCCNc1nc2c(c(=O)n(Cc3ccc(OC)cc3)c(=O)n2C)n1C,/,-9.3,1.0,-7.4,5.7,1.5,/,-6.0,-5.9
CCOc1c2ccc(C(=O)NCc3cc(C(F)(F)F)cc(C(F)(F)F)c3)cc2nn1C,-20.6,-37.1,5.0,-5.2,2.8,0.9,23.0,-4.0,/
COc1ccccc1NC(=O)Cn1c(=O)n2nc(C)nc2c2ccccc21,/,1.7,-10.0,-5.9,-10.4,1.3,/,19.3,-30.1
CCOC(=O)C1CCCN(c2nnnn2-c2ccccc2)C1 (stereo not drawn),/,/,2.0,/,-2.6,1.2,/,-0.9,6.7
Cc1ccc(C(=O)C(C)OC(=O)C2CC(=O)N(C3CCCCC3)C2)cc1 (stereo not drawn),-1.9,1.3,7.0,-2.2,3.7,1.1,2.2,1.2,/
CCOC(=O)C1=C(CSc2nc(C)ccc2C#N)OC(N)=C(C#N)C1c1cccc(OC)c1OC (stereo not drawn),7.9,0.2,8.0,-6.2,-2.2,1.9,-4.7,17.1,-6.4
CCOc1ccc(-n2nc(C(=O)N3CCN(CC)CC3)c3ccccc3c2=O)cc1,3.8,17.1,/,-11.3,/,/,-2.5,/,/
O=C(Nc1sc2c(c1C(=O)NCc1cccnc1)CCCC2)c1ccco1,10.1,-13.9,-5.0,-1.9,-0.2,1.4,-10.5,15.1,/
CCOc1ccccc1NC(=O)NC1CCN(CC(=O)Nc2ccc3c(c2)OCCO3)CC1,-20.7,12.7,10.0,-5.2,3.1,1.7,20.3,0.0,-17.6
CCc1nc(C)cn1S(=O)(=O)c1cc(Cl)c(OC)cc1Cl,8.8,-7.5,7.0,-1.5,7.2,1.1,-9.2,4.9,/
O=C1NC(c2ccccc2)=NC1(NS(=O)(=O)c1ccccc1)C(F)(F)F (stereo not drawn),-11.8,4.5,1.0,-4.8,2.5,1,13.6,1.6,/
CC1(C)CC(=O)c2c(nc3ccccc3c2N)C1,-6.9,-10.1,25.0,-4.6,0.0,0.9,11.4,29.9,1.1
CN(C)S(=O)(=O)c1ccc(C(=O)OCc2ccc(C#N)cc2)cc1,9.9,7.7,0.0,-8.0,9.3,1,-8.1,7.5,3.2
Cn1c(=O)c2c(-c3ccccc3)n(Cc3ccccn3)cc2n(C)c1=O,-5.7,8.6,3.0,-6.0,-1.0,1,4.4,0.8,3.1
Cc1ccc(-c2ccc(/C=N/N3C(=O)C4C5C=CC(CC5)C4C3=O)o2)c([N+](=O)[O-])c1 (stereo not drawn),-14.9,0.3,-23.0,-1.2,-4.3,1.3,11.2,16.1,2.4
Cc1cccc(NC(=O)CN(C)S(=O)(=O)c2ccccc2)n1,-1.9,-16.8,8.0,-4.9,-2.6,0.8,2.2,2.1,-24.6
CC(=O)N1N=C(c2cccc([N+](=O)[O-])c2)OC1c1ccc(Cl)cc1Cl (stereo not drawn),5.2,6.9,-11.0,-2.2,9.6,1,-4.5,33.8*,/
CCOC(=O)c1c(C)[nH]c(C(=O)COC(=O)C2CC(=O)N(Cc3ccccc3)C2)c1C (stereo not drawn),/,/,-6.0,/,-10.1,1.2,/,-16.1,11.6
# Further structures:
SMILES,sEH act,S1P2 antag,E coli WT exp,S1P2 ag,PostGolgi yeast,PLAP activator,sEH inhibitor,PostGolgi ctrl,CD11b adhes inh
COc1ccc(C)cc1S(=O)(=O)N(C)CC(=O)Nc1ccc2c(c1)OCO2,9.5,9.7,1.0,-1.8,6.6,0.8,-15.6,-0.1,/
O=C(NCCc1c[nH]c2ccccc12)c1cc(S(=O)(=O)N2CCCCC2)ccc1N1CCOCC1,6.9,16.2,-11.0,0.0,9.5,1,-2.8,27.2,-9.4
C=CCSc1nnc(NC(=O)c2ccc(Cl)nc2)s1,17.2,4.0,1.0,-4.7,-1.7,1.1,-19.6,20.8,19.2
CCCCCCSc1nsc(NC(C)=O)n1,0.4,21.6,-3.0,-1.5,7.8,0.9,-0.1,-1.3,2.9
CCCCc1nnc(NC(=O)C(C)Sc2nc(C)cc(=O)[nH]2)s1 (stereo not drawn),0.1,-15.5,3.0,-4.5,-3.3,1.3,2.7,5.3,/
CCCCNC(=O)Nc1ccccc1C(=O)Nc1ccc(OC)cc1,-14.7,4.9,-1.0,-3.6,4.9,0.8,14.8,0.7,-22.2
O=C(O)CC(c1ccccc1)n1cnnn1 (stereo not drawn),12.0,6.8,2.0,-3.4,0.2,0.9,-9.9,-1.5,/
CCC1(C)Cc2c(C#N)c(N)n(-c3ccccc3)c(=O)c2CO1 (stereo not drawn),-0.7,3.5,3.0,-2.9,-8.3,1,3.4,9.1,-36.0
CC(C)OC(=O)c1cccc(C(=O)Oc2ccc(Br)cc2)n1,7.5,-0.1,1.0,-3.6,16.5,1.1,-3.9,3.8,4.2
COc1ccc(-c2[nH]ncc2/C=C(\C#N)C(=O)NC2CC2)cc1,-8.3,-16.2,-3.0,1.0,27.4,2.6*,9.6,10.1,-1.2
COc1ccc(/C=C/C(=O)NCc2cn(C)nc2C)cc1COc1ccc(Cl)cc1Br,-10.4,-7.3,4.0,-4.8,-4.1,0.9,11.1,9.4,-3.1
CCn1c(NC(C)=O)nc2ccccc21,9.9,0.3,/,-1.4,/,/,-8.3,/,/
COc1ccc(C(=O)CSc2nnc(CNc3nc(-c4ccccc4)cs3)n2C)cc1,8.6,10.2,-6.0,-2.9,-1.4,1.4,-8.3,22.4,10.8
Cc1ccccc1NC1=C(C(=O)c2ccccc2)N(C)S(=O)(=O)c2ccccc21,-3.2,3.6,-23.0,-5.9,12.7,0.9,4.9,20.5,/
Cc1ccc(C(=O)c2oc3ccccc3c2N)cc1,-1.0,-9.8,/,1.0,/,/,4.4,/,/
Cc1ccc(S(=O)(=O)n2cnc3cc([N+](=O)[O-])ccc32)cc1C,-1.9,10.6,-1.0,-0.2,-0.3,1,2.3,15.5,/
